SENP7 block – inhibitors of human SENP7 protease; 330,000 compounds, 1.5% hits; inhibition, % at 5 µM; Q9BQF6; recombinant SENP7, Z-RLRGG-aminoluciferin luminescence, 40 min;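 active means inhibition above about 50% at the single test dose, limit read from the data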;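 further: plate controls were DMSO with enzyme for no effect and no enzyme buffer wells for full effect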
Target sequence (Q9BQF6 706-1050 limits assumed): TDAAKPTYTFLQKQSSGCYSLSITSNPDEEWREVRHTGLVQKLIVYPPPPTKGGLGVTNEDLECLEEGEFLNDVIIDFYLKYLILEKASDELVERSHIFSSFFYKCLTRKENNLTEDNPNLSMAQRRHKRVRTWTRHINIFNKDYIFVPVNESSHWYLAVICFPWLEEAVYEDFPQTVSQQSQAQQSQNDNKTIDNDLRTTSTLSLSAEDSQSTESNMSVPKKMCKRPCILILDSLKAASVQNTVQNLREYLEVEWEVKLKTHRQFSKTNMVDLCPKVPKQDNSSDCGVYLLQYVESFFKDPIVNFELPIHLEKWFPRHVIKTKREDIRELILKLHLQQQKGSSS
UBC13 inh – blocks human UBC13 polyubiquitin chain formation. P61088. AID 485273. TR-FRET. inhibition, % at 20 µM. 330,000 compounds, 0.47% hits; in the data active means inhibition above about 45%, passing the limit was not always enough
Target sequence (P61088 whole entry, looked up): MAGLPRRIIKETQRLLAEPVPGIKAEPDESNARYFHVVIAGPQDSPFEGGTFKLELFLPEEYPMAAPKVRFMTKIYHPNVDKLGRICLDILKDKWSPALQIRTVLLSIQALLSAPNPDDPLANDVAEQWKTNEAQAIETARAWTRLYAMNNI
HKDC1 inhibitor – inhibitors of human hexokinase HKDC1; Q2TB90; recombinant HKDC1, G6PDH/diaphorase resazurin coupled fluorescence; inhibition, % at 20 µM; 340,000 compounds, 0.16% hits;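 active means inhibition above about 35% when tested at 20 µM, limit read from the data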;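 further: plate controls were DMSO wells with enzyme for no effect and DMSO wells lacking enzyme for full effect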
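Test system: recombinant HKDC1 (HK5) hexokinase enzyme, produced in-house; Amount: enzyme 5 µg/mL final; Buffer or medium: Tris pH 8.0 buffer with MgCl2, Tween-20, BSA, BME; Reagent: glucose and ATP substrates; Doses: 20 µM test compound, 1% DMSO; Incubation: 90 min reaction incubation at room temperature, dark; Detection: resorufin fluorescence at 613 nm.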
Jurkat NFkB inh – inhibitors of the PMA/ionomycin-induced NF-kB reporter in Jurkat cells. PMA/ionomycin-induced NF-kB luciferase reporter, luminescence. inhibition, % at 4 µM. 330,000 compounds, 0.53% hits
Gli-Sufu antag – Gli-Sufu pathway antagonism. Sufu-KO-LIGHT fibroblasts, Gli luciferase reporter luminescence. inhibition, % at 5 µM. 340,000 compounds, 0.74% hits. AID 588413;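 active means inhibition above about 55%, limit read from the data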;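 further: 0% = DMSO-treated cells and 100% = wells with medium but no cells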
Apaf-1 inh – human Apaf-1 inhibition. inhibition, % at 20 µM. O14727. AID 489030. 330,000 compounds, 0.71% hits. reconstituted apoptosome caspase-3 activity, DEVD-Rh110 fluorescence; active means inhibition of at least 40% at 20 µM;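 further: plate controls were DMSO wells for no effect and DEVD-CHO caspase inhibitor wells for full effect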
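Material: biochemical Apaf-1 apoptosome reconstitution. Medium: Hepes buffer, pH 7.5. Also added: cytochrome c activation, bis-DEVD rhodamine 110 substrate. Timing: 30 min compound preincubation, 50 min activation, room temperature. Measured by: rhodamine 110 fluorescence at Ex 480/Em 540 nm.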
SENP8 inh – blocks the human protease SENP8 | Q96LD8 | purified SENP8, Z-RLRGG-aminoluciferin cleavage, luminescence | inhibition, % at 10 µM | 330,000 compounds, 1.2% hits | AID 2540
Target sequence (Q96LD8 whole entry, looked up): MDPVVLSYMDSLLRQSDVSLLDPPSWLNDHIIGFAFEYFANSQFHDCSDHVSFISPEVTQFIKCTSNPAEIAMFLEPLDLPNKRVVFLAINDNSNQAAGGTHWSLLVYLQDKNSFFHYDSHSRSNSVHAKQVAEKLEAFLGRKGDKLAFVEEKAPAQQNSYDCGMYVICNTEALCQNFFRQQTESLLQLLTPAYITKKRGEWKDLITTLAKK
697 NFkB inh – inhibitors of the PMA/ionomycin-induced NF-kB reporter in 697 B cells; 697 B-cell NF-kB luciferase reporter, 16 h; inhibition, % at 4 µM; 330,000 compounds, 0.33% hits; in the data active means inhibition above about 35%
Active calls of the source: *; · = no result given; & = joins results of further samples. Unless noted, no stated cut-off is given here; in the data, active means inhibition above about 50%; inactive means the rest. Only part of the results is shown; count on the stated rates, not on these rows.

canonical_smiles,SENP7 block,UBC13 inh,HKDC1 inhibitor,Jurkat NFkB inh,Gli-Sufu antag,Apaf-1 inh,SENP8 inh,697 NFkB inh
O=c1[nH]c(=O)n(Cc2ccc(F)cc2)c(O)c1C=Nc1ccc(Cl)cc1,-1,-2,-4,4,-7,12,-8,-1
C=CCN(CC=C)Cc1c[nH]c2ccccc12,-4,-4,-6,13,0,-11,-15,-12
CCCCn1c(O)c(C(C)=NCCc2ccccc2)c(=O)[nH]c1=O,-2,10,-3,-2,-40,8,-2,8
Brc1ccc(Oc2ccc(Br)cc2Br)c(Br)c1,0,0,0,-26,-5,-139,-21,0
c1ccc2c3c(ccc2c1)OCC1CONC31 (configuration not stated),-56,4,0,21,9,3,-1,13
O=c1[nH]c(=O)n(-c2cccc3ccccc23)c(O)c1C=NCCCn1ccnc1,5,-1,3,-1,3,0,-7,20
Cc1ccc(Cc2c(C)nc3nc(SCC(=O)N4CCC5(CC4)OCCO5)nn3c2C)cc1,11,4,-2,7,7,8,2,10
O=c1cc(CN2CCNCC2)nc2sccn12,-13,3,-7,3,12,-5,-2,10
COC(=O)C1=CO[C@@H](C)[C@@H]2CN3CC[C@]4(C(=O)Nc5ccccc54)[C@@H]3C[C@H]12,-14,8,-1,5,-6,8,-13,5
C[C@]12CCC3C(CC[C@H]4C[C@@H](O)CC[C@]34C)C1CC[C@@H]2OC(=O)[C@H](N)CCCCN (some centres not stated),0,105*,-4,-19,6,23,-15,4
O=C(N[C@H]1CP(=O)(Oc2ccccc2)O[C@H](COCc2ccccc2)[C@H]1O)C(Cl)(Cl)Cl (some centres not stated),-10,8,0,22,-2,2,3,14
O=P(Nc1c(Cl)cccc1Cl)(c1ccccc1)c1nc2c(s1)CCCC2 (configuration not stated),-4,-12,3,3,0,2,-13,9
O=C(C1CC(=O)N(C2CCCC2)C1)N1CCC2(CC1)OCCO2 (configuration not stated),3,-15,-7,-21,-3,8,2,-10
CN(C)[C@@H]1C(=O)C(C(N)=O)=C(O)[C@@]2(O)C(=O)C3=C(O)c4c(O)cccc4[C@@](C)(O)C3C[C@@H]12 (some centres not stated),1,15,4,5,1,-12,5,-3
COc1ccccc1N1C(=O)CC(=O)NC1=O,0,4,-4,-14,4,-7,-5,1
O=C(Cc1ccccc1)Oc1ccc(N2C(=O)C3CCCCC3C2=O)cc1 (configuration not stated),3,12,-5,3,20,-1,3,17
CN(C=O)CP(=O)(O)CN(C)C=O,1,-6,-6,9,-10,-9,-14,13
COc1ccc2[nH]c(C)c(CCN3CCC(=O)C(C)C3C)c2c1 (configuration not stated),3,10,1,-1,7,-11,9,9
O=C1CCCN1C(=O)c1cncc(Br)c1,-1,8,-9,9,2,1,4,23
C=CCN1C(=O)NC(=O)C(CCc2ccncc2)(CCc2ccncc2)C1=O,-9,8,11,19,5,-5,-6,5
O=c1[nH]c(=O)n(-c2ccc(Br)cc2)c(O)c1C=NC(CO)(CO)CO,3,-1,-1,-8,-23,-16,2,11
O=[N+]([O-])NC1=NCN(Cc2ccco2)CN1Cc1ccco1,6,-3,-10,-9,91*,9,9,14
Cc1cccc(N2CCN(Cc3ccc4c(c3)OCO4)CC2)c1C,11,8,2,-11,19,2,-8,0
CC1(C)C2CC=C(CN3CCC(O)CC3)C1C2 (configuration not stated),-4,4,9,14,6,-8,-8,6
COC(=O)NC(=C(Cl)Cl)P(=O)(c1ccccc1)c1ccccc1,4,2,-6,10,2,-14,1,11
CCn1c(O)c(/C=N/N2CCOCC2)c(=O)n(CC)c1=S,-4,4,-2,-3,4,-2,-3,11
O=C1NC(=S)N(c2ccccc2F)C(=O)/C1=C\c1cccs1,6,29,15,1,-2,-2,-3,-10
CC/C(=N\Nc1cccc2ccccc12)c1c(O)[nH]c(=O)[nH]c1=O,-3,-23,16,2,7,23,-4,-13
CC1(C)CN(S(=O)(=O)OCC(Cl)(Cl)Cl)C(=O)N1,-7,-2,2,12,0,7,-3,3
COC(=O)C1=C(c2cc3ccccc3s2)C[C@@H]2CC[C@H]1N2C(=O)NCCCOC(C)C,8,8,1,12,-4,9,2,3
CCN(CC)CCN=Cc1c(O)n(CCc2ccccc2)c(=O)[nH]c1=O,10,-7,-4,-13,-24,0,-3,-10
N[C@@H](Cc1c[nH]c2ccccc12)c1nnc(SCc2ccccc2)o1,4,7,7,2,6,21,-4,7
C=CCn1c(O)c(C(C)=Nc2cccc(C(F)(F)F)c2)c(=O)[nH]c1=O,-11,-10,-5,1,4,3,-8,-11
CC1CCN(c2cc(Br)c([N+](=O)[O-])cc2F)CC1,-3,0,1,-2,2,-11,-3,-7
O=C(Nc1nccs1)C(Cl)(Cl)Cl,5,-9,-11,0,6,4,1,7
CC(C)Oc1ccc(CCN)cc1Cl,-3,4,-8,8,5,-6,0,21
COc1cc2c(cc1OC)CC[N+](C)=C2,7,15,-7,-16,-3,12,-8,9
C=CCOC(=O)C1=C(C)OC(N)=C(C#N)[C@@]12C(=O)N(CC(N)=O)c1ccccc12,5,5,-3,15,9,-3,2,18
Cc1[nH]c2ccc(O)cc2c1CCN,4,19,7,2,5,-1,5,22
CN(C)CCCN=Cc1c(O)n(CCc2ccccc2)c(=O)[nH]c1=O,2,-6,-9,-1,5,-1,-13,-6
Cc1oc(-c2ccc(F)cc2F)nc1CN1C[C@@H]2C[C@@H](C1)c1cccc(=O)n1C2,-4,12,-5,2,2,-4,-3,8
[N-]=[N+]=CC(=O)OC[C@H](N)C(=O)O,9,5,-5,11,-4,-8,3,2
NP(=O)(OCCCc1ccccc1)Oc1ccccc1Cl (configuration not stated),2,-3,2,-16,-1,9,-10,-13
O=C1NC(=O)N(Cc2ccc(F)cc2)C(=O)/C1=C\c1ccoc1,10,-4,6,6,7,-1,6,11
Cc1cc(C)[n+](C2C3CC4CC(C3)CC2C4)o1 (configuration not stated),-12,-2,-9,-14,36,-19,-11,-7
COc1ccc(CCC(=O)N2CCC3(CC2)OCCO3)cc1,8,0,-3,-8,-1,9,1,5
Nc1ccc(N2CCN(Cc3ccccc3Cl)CC2)c(Cl)c1,1,-8,4,0,-1,21,-11,-33
O=C1NC(=O)C(Cc2cccs2)C(=O)N1,15,-6,-3,1,2,-1,1,-28
CCCCCSc1cc(OC)c(CCN)cc1OC,9,22,-3,-13,-3,6,0,5
Cc1ccc(CN2CCCC(C(=O)c3sccc3C)C2)o1 (configuration not stated),4,1,0,-8,7,-24,5,-7

A few values from the entries so far:
Value for [N-]=[N+]=CC(=O)OC[C@H](N)C(=O)O in UBC13 inh: 5
Value for CCCCCSc1cc(OC)c(CCN)cc1OC in SENP7 block: 9

(continued)
canonical_smiles,SENP7 block,UBC13 inh,HKDC1 inhibitor,Jurkat NFkB inh,Gli-Sufu antag,Apaf-1 inh,SENP8 inh,697 NFkB inh
O=P(OCC(F)(F)C(F)F)(N1CCCCC1)N1CCCCC1,3,0,-5,4,-8,0,-1,3
Cc1c(C(=O)N2CCC3(CC2)OCCO3)sc2ncnc(N(C)c3ccccc3)c12,-18,-13,-5,-28,-5,16,-15,-31
O=C(Cc1ccc([N+](=O)[O-])cc1)N1CCN(Cc2ccc3c(c2)OCO3)CC1,-7,-4,-5,-4,15,2,1,1
Cc1ccc(CNCCc2ccccc2F)cc1,7,6,12,4,8,-1,6,-21
COC(=O)C1=C(c2ccc(S(C)(=O)=O)cc2)C[C@@H]2CC[C@H]1N2C(=O)N1CCC(C)CC1,4,-5,-3,10,1,-2,2,8
COC(=O)C1=C(c2ccc(OC)c(OC)c2)C[C@@H]2CC[C@H]1N2C(=O)N1CCC(O)CC1,0,11,-8,1,23,1,-1,10
CN(C(=O)Oc1ccc(F)cc1)c1ccccc1,6,-4,1,-8,-18,5,-9,-12
O=[N+]([O-])/C(Cl)=C1\NCCN1Cc1ccc(Cl)nc1,-1,0,-3,8,-18,-6,2,13
C=C1[C@@H](C)[C@H]2[C@H](Cc3ccccc3)NC(=O)[C@]23OC(=O)/C=C/[C@H](O)CCC[C@@H](C)C/C=C/[C@H]3[C@@H]1O,7,-45,0,19,57*,4,-3,12
CN1CCCN(C(=O)COc2cccc(C(F)(F)F)c2)CC1,-8,11,-6,8,4,-12,-5,-7
CC1=C(C(=O)Nc2ccccc2)S(=O)(=O)CCO1,-8,-2,-4,-2,1,8,-12,-56
Oc1ccccc1CN(CCc1ccccc1)Cc1ccccc1,5,-11,0,-20,-4,18,1,-20
Cc1cc(OCC(=O)N2CCC(C(=O)O)CC2)c2c3c(c(=O)oc2c1)CCCC3,6,16,-4,-10,0,-1,6,11
COC(=O)C1=C(c2ccc(C(C)=O)cc2)C[C@@H]2CC[C@H]1N2C(=O)NC(C)C,1,8,2,13,-1,-5,8,17
CC(=O)Nc1ccccc1C(=O)OCc1cccc(F)c1,5,4,-5,-5,-62,-5,4,-7
COC(=O)C1=C(c2ccccc2)C[C@@H]2CC[C@H]1N2C(=O)NCc1ccccc1,10,-4,-2,-13,2,-3,-6,7
Oc1ccc2c3c1OC1[C@H](O)CC[C@@]4(O)[C@@H](C2)N(CC2CC2)CC[C@]314 (some centres not stated),6,5,-3&2,6,6&2,1,6,14
COC(=O)C1=C(c2ccc(F)cc2F)C[C@@H]2CC[C@H]1N2C(=O)NCc1ccc2c(c1)OCO2,-2,7,-2,-4,3,2,0,-3
Nc1c(C(=O)NCc2ccco2)c2nc3ccccc3nc2n1Cc1ccccc1,14,-2,7,15,-5,23,11,14
COc1ccc(OC)c2c1CCC1NCCOC21 (configuration not stated),11,-2,6,6,-13,4,-5,10

Of the compounds above, 4 contain bromine.
canonical_smiles,SENP7 block,UBC13 inh,HKDC1 inhibitor,Jurkat NFkB inh,Gli-Sufu antag,Apaf-1 inh,SENP8 inh,697 NFkB inh
Brc1ccc(Oc2ccc(Br)cc2Br)c(Br)c1,0,0,0,-26,-5,-139,-21,0
O=C1CCCN1C(=O)c1cncc(Br)c1,-1,8,-9,9,2,1,4,23
O=c1[nH]c(=O)n(-c2ccc(Br)cc2)c(O)c1C=NC(CO)(CO)CO,3,-1,-1,-8,-23,-16,2,11
CC1CCN(c2cc(Br)c([N+](=O)[O-])cc2F)CC1,-3,0,1,-2,2,-11,-3,-7

(cont.)
canonical_smiles,SENP7 block,UBC13 inh,HKDC1 inhibitor,Jurkat NFkB inh,Gli-Sufu antag,Apaf-1 inh,SENP8 inh,697 NFkB inh
COc1cc(Br)cc(CN2CCN(C)CC2)c1O,6,6,8,9,47,-25,0,14
CCOc1cc2c(cc1OCC)-n1cccc1C(c1ccc(F)cc1)NC2 (configuration not stated),-2,8,-3,0,3,12,-10,-3
Oc1cccc2nc3ccccc3nc12,14,-87,13,-8,13,5,-13,-9
c1ccc2c(c1)CSc1ccccc1C2C1=NCCN1 (configuration not stated),3,8,2,46,2,-228,2,-3
OC[C@@H](O)CCl,3,2,·,2,·,-9,7,14
CC(=Nc1c(C)n(C)n(-c2ccccc2)c1=O)c1c(O)n(Cc2ccccc2)c(=O)[nH]c1=O,-5,-5,-9,-24,1,-2,-2,17
CC(C)N1C(=O)NC(=O)C2(Cc3cc([N+](=O)[O-])ccc3N(C)C2c2ccccc2)C1=O (configuration not stated),-5,0,-5,-6,8,10,2,4
Fc1cccc(F)c1-c1nc(-c2ccc(Cl)cc2)no1,61*,3,-1,-87,-64,15,65*,-118
Cc1ccc2cccc(OC(=O)N(C)c3ccccc3)c2n1,-3,1,-19,0,3,0,-6,21

Assay outcomes from PubChem.
